# Bioassay records deposited in PubChem BioAssay by Dana-Farber Cancer Institute and Novartis Institutes for BioMedical Research (Cambridge, Mass).
# USP7 block: human USP7 deubiquitinase inhibition | actives 0.3% (n = 47,000) | inhibition, % at 20 µM | purified USP7, Ub-rhodamine cleavage fluorescence
# USP28 inh: inhibitors of human USP28 deubiquitinase; Q96RU2; purified USP28, Ub-rhodamine cleavage fluorescence, 30 min; inhibition, % at 25 µM; actives 3% (n = 47,000); AID 1645857
# USP8 block: inhibitors of human USP8 deubiquitinase. P40818. purified USP8, Ub-rhodamine cleavage fluorescence, 30 min. inhibition, % at 20 µM. actives 4.2% (n = 47,000)
# UCHL1 block: blocks human UCHL1 ubiquitin-rhodamine cleavage. purified UCHL1, Ub-rhodamine cleavage fluorescence. actives 0.2% (n = 47,000). P09936. inhibition, % at 20 µM. AID 1645859
# USP17 block: blocks human USP17 ubiquitin-rhodamine cleavage; purified USP17, Ub-rhodamine cleavage fluorescence, 3 h; inhibition, % at 50 µM; actives 6.5% (n = 47,000)
# Target sequence (A8MUK1 whole entry, looked up): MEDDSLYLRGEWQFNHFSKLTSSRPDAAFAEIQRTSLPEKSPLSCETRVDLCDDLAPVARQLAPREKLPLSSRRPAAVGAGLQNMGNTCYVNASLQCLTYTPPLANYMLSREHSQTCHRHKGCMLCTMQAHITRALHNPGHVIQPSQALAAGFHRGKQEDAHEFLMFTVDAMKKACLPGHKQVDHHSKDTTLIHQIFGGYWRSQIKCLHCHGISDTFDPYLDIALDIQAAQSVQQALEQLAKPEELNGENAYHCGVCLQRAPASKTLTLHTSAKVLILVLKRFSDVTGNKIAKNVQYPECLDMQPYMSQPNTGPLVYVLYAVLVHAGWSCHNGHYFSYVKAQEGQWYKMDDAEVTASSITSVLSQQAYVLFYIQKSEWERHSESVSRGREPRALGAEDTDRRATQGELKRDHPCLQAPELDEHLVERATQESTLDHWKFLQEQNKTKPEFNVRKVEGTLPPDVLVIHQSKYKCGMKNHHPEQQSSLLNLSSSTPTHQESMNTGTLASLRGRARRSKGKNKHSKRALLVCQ
# USP10 inh: human USP10 deubiquitinase inhibition; Q14694; purified USP10, Ub-rhodamine fluorescence, 60 min; inhibition, % at 20 µM; actives 1.1% (n = 47,000); AID 1645856
# USP30 block: human USP30 deubiquitinase inhibition | Q70CQ3 | purified USP30, Ub-rhodamine cleavage fluorescence | inhibition, % at 25 µM | actives 5.3% (n = 47,000) | AID 1645860
# OTUD3 block: blocks human OTUD3 ubiquitin-rhodamine cleavage | inhibition, % at 25 µM | actives 0.7% (n = 47,000) | purified OTUD3, Ub-rhodamine fluorescence, 2 h | Q5T2D3
# Target sequence (Q5T2D3 whole entry, looked up): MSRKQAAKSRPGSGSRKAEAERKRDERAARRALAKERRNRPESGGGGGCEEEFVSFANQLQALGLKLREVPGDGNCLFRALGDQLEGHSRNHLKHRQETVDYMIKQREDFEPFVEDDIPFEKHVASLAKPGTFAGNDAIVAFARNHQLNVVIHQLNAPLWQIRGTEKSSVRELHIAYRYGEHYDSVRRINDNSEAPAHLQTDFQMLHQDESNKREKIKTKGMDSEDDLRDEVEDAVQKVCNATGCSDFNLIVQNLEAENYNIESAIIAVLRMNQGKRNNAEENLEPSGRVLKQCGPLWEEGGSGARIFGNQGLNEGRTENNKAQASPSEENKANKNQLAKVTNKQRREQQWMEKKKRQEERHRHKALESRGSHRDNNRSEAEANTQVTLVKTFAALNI
# Numbers without * were called inactive; x = not tested or not shown. Cut-off read from the data, not from the text of the source: active = inhibition above about 30%; inactive = the rest.
# Screens by letter – A = USP7 block; B = USP28 inh; C = USP8 block; D = UCHL1 block; E = USP17 block; F = USP10 inh; G = USP30 block; H = OTUD3 block
COc1ccc(C(=O)Nc2cccn3cnnc23)cc1OC
  A: 4	B: -7	C: 1	D: 0	E: -9	F: -5	G: -45	H: 0
O=C(NCCCN1CCOCC1)c1cccnc1SCc1ccccc1Cl
  A: -6	B: 7	C: -12	D: 4	E: 3	F: 0	G: 15	H: 1
O=C(/C=C/c1ccc2c(c1)OCO2)Nc1nc2ccc(F)cc2s1
  A: 2	B: -8	C: 0	D: -3	E: -24	F: 1	G: -43	H: -15
O=C(Cc1nc(-c2ccccn2)n[nH]1)NCCC1=CCCCC1
  A: -10	B: -8	C: -293	D: -5	E: -65	F: -5	G: -79	H: 9
Cc1ccccc1OCC(=O)Nc1ccc(Cl)c(S(=O)(=O)N2CCOCC2)c1
  A: 2	B: 8	C: 7	D: 4	E: -6	F: 3	G: 4	H: -10
COc1ccc(-c2cc(-c3ccc(F)cc3)[nH]c(=O)c2C#N)cc1
  A: 4	B: 16	C: 58*	D: -4	E: x	F: 40*	G: 79*	H: 24
O=C(Cc1ccc(Cl)c(Cl)c1)OCC(=O)N1CCCc2ccccc21
  A: -5	B: 16	C: 10	D: 7	E: 22	F: 8	G: 24	H: 15
Cc1ccc(NC(=O)Nc2cccn3nc(C)nc23)cc1
  A: 1	B: 47*	C: 3	D: 3	E: 1	F: 1	G: 14	H: 1
CC(C)COc1ccc(-c2nonc2NC(=O)C2COc3ccccc3O2)cc1 (stereo unspecified)
  A: -8	B: 9	C: 15	D: 8	E: 4	F: 28	G: 29	H: 9
CCN(CC)CCSc1nnc(Nc2ccccc2)n1-c1ccccc1
  A: 8	B: -1	C: 21	D: 3	E: 10	F: 4	G: 20	H: 7
COc1ccccc1C(=O)N1CCC(c2nc3c(nnn3Cc3cccc(F)c3)c(=O)[nH]2)CC1
  A: -5	B: -5	C: -10	D: -2	E: -3	F: 0	G: -3	H: -2
CC1c2ccsc2CCN1S(=O)(=O)Cc1ccccc1 (stereo unspecified)
  A: -8	B: 0	C: -4	D: -3	E: -2	F: 0	G: -18	H: 0
COc1ccccc1-c1nc(-c2cn(-c3ccccc3)nn2)no1
  A: -3	B: 17	C: 14	D: 4	E: 15	F: 4	G: 26	H: 12
COc1cc(C(=O)N2CCCC2c2ccccc2)cc(OC)c1OC (stereo unspecified)
  A: 5	B: 4	C: 21	D: 3	E: 8	F: 3	G: 21	H: 1
O=[N+]([O-])c1cccnc1-n1ccc(-c2cnc(-c3ccccc3)s2)n1
  A: -4	B: -14	C: -139	D: -6	E: -31	F: -11	G: -145	H: -31
COc1ccc(CN(C(=O)CN2C(=O)c3ccccc3S2(=O)=O)C(C(=O)NCC2CCCO2)c2ccccc2F)cc1 (stereo unspecified)
  A: -5	B: -7	C: -1	D: 0	E: -27	F: 0	G: -13	H: -9
O=C(Cc1nc(-c2ccccn2)n[nH]1)Nc1ccc(F)cc1F
  A: -2	B: -1	C: -192	D: -2	E: -59	F: -4	G: -11	H: 9
CC(C)CNC(=O)c1ncn2c1CN(CC1CC1)S(=O)(=O)c1ccccc1-2
  A: 2	B: 12	C: 4	D: 0	E: 7	F: 0	G: 18	H: 14
C[C@H](NC(=O)C1COc2ccccc2O1)C(=O)Nc1nc2ccccc2[nH]1 (stereo partly specified)
  A: 2	B: 6	C: -10	D: 2	E: 2	F: 0	G: 0	H: 6
O=C(Nc1nccs1)C1c2ccccc2C(=O)N(C2CCCC2)C12CCCCC2 (stereo unspecified)
  A: 5	B: -10	C: 7	D: -3	E: 0	F: 3	G: -2	H: 0
COc1ccc(C2CN3C(=O)CN(Cc4ccccc4Cl)C(=O)[C@]3(C)c3[nH]c4ccccc4c32)cc1 (stereo partly specified)
  A: -5	B: -1	C: 0	D: 0	E: -5	F: 1	G: -25	H: -5
CC(C)NC(=O)CN1CCC(c2ccncc2)CC1
  A: 1	B: -17	C: -6	D: -1	E: -2	F: -2	G: -7	H: -3
O=C(CCc1ccccc1)Nc1cc(=O)[nH]c2nc(Cc3ccccc3)nn12
  A: -17	B: -9	C: -8	D: -16	E: -46	F: -4	G: -159	H: -19
O=C(Cc1ccc(Cl)cc1)Nc1ccc2nn(-c3ccc(F)cc3)nc2c1
  A: 10	B: x	C: 3	D: -1	E: 45*	F: 20	G: x	H: -9
Cc1ccc(CNC(=O)c2cc(-c3ccccc3)nn2-c2ccccc2)cc1
  A: 17	B: 17	C: 19	D: 7	E: 22	F: 9	G: 34*	H: 17
CC1Cn2c(cnc2C(F)(F)F)C(=O)N1CC(=O)Nc1cccc(F)c1 (stereo unspecified)
  A: -2	B: -6	C: -6	D: -3	E: -3	F: 0	G: -8	H: -7
Cc1nc(Nc2ncc3c(n2)CCCC3=O)nc2ccccc12
  A: 0	B: -28	C: -19	D: -4	E: -62	F: -2	G: -119	H: -34
Cc1cccc(-n2c(SCC(=O)c3c(N)n(C4CC4)c(=O)[nH]c3=O)nnc2N2CCOCC2)c1
  A: 0	B: -30	C: -2	D: -5	E: -11	F: -1	G: -19	H: -3
NCCC(=O)N1CCN(c2nc(-c3cccnc3)nc3ccc(Cl)cc23)CC1
  A: 7	B: 8	C: -43	D: 3	E: -4	F: 3	G: 15	H: 15
C[C@@H]1C(=O)OC2[C@H](O)C34[C@H]5C[C@@H](C(C)(C)C)C36[C@@H](OC(=O)[C@@H]6O)O[C@@]4(C(=O)O5)[C@]21O (stereo partly specified)
  A: 0	B: 6	C: 0	D: 1	E: 8	F: 3	G: 19	H: 6
Cc1ccc(NC(=O)c2cnc(N3CCOCC3)nc2)cc1C
  A: x	B: 22	C: -11	D: -3	E: 2	F: -3	G: -7	H: 3
Cc1ccc(CNC(=O)c2sc(N3CCCC3=O)nc2C)o1
  A: 4	B: 8	C: 0	D: 2	E: 3	F: 0	G: 13	H: 4
O=C(O)C1CCCCN1C(=O)c1ccc(Cl)c(S(=O)(=O)N2CCCCC2)c1 (stereo unspecified)
  A: -2	B: -4	C: -69	D: -3	E: -15	F: 3	G: -3	H: -4
O=S(=O)(NC(c1ccc(Cl)cc1)c1nnc(-c2ccccc2)o1)c1ccc(F)cc1 (stereo unspecified)
  A: 4	B: 5	C: 1	D: 2	E: x	F: 13	G: 5	H: 12
CC(=O)N1CCc2cc(S(=O)(=O)NCCc3cccc(F)c3)ccc21
  A: 0	B: 13	C: 12	D: 0	E: 24	F: -4	G: 6	H: 0
COc1cccc(NC(=O)c2nc3c(s2)CCN(C(=O)c2cccnc2)CC3)c1
  A: -3	B: 4	C: -9	D: -2	E: -8	F: -1	G: -8	H: -6
O=C(NC1CCCCC1)C1CNCC12CCOCC2 (stereo unspecified)
  A: 7	B: 5	C: -8	D: 4	E: 7	F: -2	G: 8	H: 5
c1ccc(-c2nc3sc4c(NCc5ccccn5)ncnc4c3c3c2CCC3)cc1
  A: -2	B: -6	C: 5	D: -7	E: -3	F: -8	G: -37	H: 0
CN1CCN(CCCN2C(=O)C3C(C(=O)Nc4cc(Cl)cc(Cl)c4)C4C=CC3(O4)C2C(=O)NC2CCCCC2)CC1 (stereo unspecified)
  A: -10	B: -3	C: -17	D: -1	E: 1	F: -4	G: -11	H: 4
COc1cccc(NC(=O)Cn2c(COc3ccccc3)nc3ccccc32)c1
  A: 6	B: 2	C: 15	D: 1	E: 63*	F: 6	G: 27	H: 0
CC(=O)Nc1ccc(C(=O)Nc2cc(-c3ccccn3)no2)cc1
  A: 7	B: -4	C: 4	D: 1	E: 2	F: 0	G: 1	H: 4
CN1C[C@H]2CCN(C(=O)NCCc3c[nH]c4ccccc34)C[C@H]21
  A: -2	B: -14	C: 0	D: -1	E: -9	F: 0	G: -2	H: -5
CC1CCCN(c2ncnc3c2CN(C2CCNCC2)C(=O)CN3C)C1 (stereo unspecified)
  A: 5	B: 2	C: -111	D: 0	E: -12	F: -5	G: -7	H: 3
CCCCNC(=O)c1cc2cn(C3CC3)cc2s1
  A: -24	B: -21	C: 78*	D: -7	E: 41*	F: -4	G: -128	H: -28
Cc1cc2n(n1)CCCN2C(=O)Nc1cc(Cl)ccc1Cl
  A: 2	B: 0	C: -190	D: 2	E: -18	F: 0	G: 4	H: 7
COc1ccc(NC(=O)CSc2nnc3n(-c4ccccc4)c(=O)c4c5c(sc4n23)CN(C)CC5)cc1
  A: 4	B: 17	C: -7	D: 3	E: -4	F: -3	G: -5	H: -2
Cc1ccc(Nc2nccc(C3CCCN(C(=O)c4ccccn4)C3)n2)nc1 (stereo unspecified)
  A: 0	B: -13	C: -22	D: -3	E: -12	F: 0	G: -6	H: -10
Cn1c(=O)c2c(ncn2CC(=O)NCc2ccco2)n(C)c1=O
  A: 4	B: 12	C: 23	D: 4	E: 3	F: 0	G: 0	H: 11
Cc1cccc(NS(=O)(=O)c2ccc3[nH]c(=O)cc(C(=O)O)c3c2)c1
  A: -1	B: 18	C: -60	D: 1	E: -28	F: 2	G: -32	H: 18
O=C1NCc2ccccc2CC12CCN(C/C=C/c1ccccc1)C2 (stereo unspecified)
  A: -6	B: -25	C: -19	D: -8	E: -30	F: -6	G: -96	H: -34

# 6 entries out of the list, sorted by heavy-atom count, descending:
# Screens by letter – A = USP7 block; B = USP28 inh; C = USP8 block; D = UCHL1 block; E = USP17 block; F = USP10 inh; G = USP30 block; H = OTUD3 block
COc1ccc(NC(=O)CSc2nnc3n(-c4ccccc4)c(=O)c4c5c(sc4n23)CN(C)CC5)cc1
  A: 4	B: 17	C: -7	D: 3	E: -4	F: -3	G: -5	H: -2
CC1CCCN(c2ncnc3c2CN(C2CCNCC2)C(=O)CN3C)C1 (stereo unspecified)
  A: 5	B: 2	C: -111	D: 0	E: -12	F: -5	G: -7	H: 3
Cc1cccc(NS(=O)(=O)c2ccc3[nH]c(=O)cc(C(=O)O)c3c2)c1
  A: -1	B: 18	C: -60	D: 1	E: -28	F: 2	G: -32	H: 18
CN1C[C@H]2CCN(C(=O)NCCc3c[nH]c4ccccc34)C[C@H]21
  A: -2	B: -14	C: 0	D: -1	E: -9	F: 0	G: -2	H: -5
Cc1cc2n(n1)CCCN2C(=O)Nc1cc(Cl)ccc1Cl
  A: 2	B: 0	C: -190	D: 2	E: -18	F: 0	G: 4	H: 7
CCCCNC(=O)c1cc2cn(C3CC3)cc2s1
  A: -24	B: -21	C: 78*	D: -7	E: 41*	F: -4	G: -128	H: -28

# Next structures.
# Screens by letter – A = USP7 block; B = USP28 inh; C = USP8 block; D = UCHL1 block; E = USP17 block; F = USP10 inh; G = USP30 block; H = OTUD3 block
CCn1nc(C)c(C(=O)N2CCC(c3onc4c3CC(C(C)(C)C)CC4)CC2)c1C (stereo unspecified)
  A: -1	B: 10	C: 0	D: 0	E: 4	F: -7	G: -6	H: -1
CCN1CCN(Cc2nc3c(c(=O)n(C)c(=O)n3C)n2CC(=O)c2ccccc2)CC1
  A: 3	B: 6	C: 11	D: 4	E: 5	F: 3	G: 18	H: 2
O=C(c1ccncc1)N1CCCC(c2nn(CCOc3ccccc3)c3nccnc23)C1 (stereo unspecified)
  A: 3	B: 0	C: 0	D: -2	E: 0	F: 2	G: 4	H: -3
CCOc1ccc2nc(N3CCN(C(=O)C4CC4)CC3)sc2c1
  A: 3	B: 4	C: -25	D: 1	E: 23	F: -5	G: 8	H: 5
CNc1nccnc1C1CN(C(=O)c2ccc3ncccc3c2)CCO1 (stereo unspecified)
  A: -10	B: 7	C: 9	D: 3	E: 6	F: 0	G: 19	H: 11
CC(C)(C)CC(=O)N1CCc2cc(-c3csc(NC(=O)CNc4ccccc4)n3)ccc21
  A: -18	B: -14	C: 2	D: -4	E: -2	F: 5	G: -25	H: -19
O=C(c1ccccn1)N1CCC(c2nc3ccccc3cc2C(=O)N2CCCC2)CC1
  A: 0	B: 0	C: 8	D: -1	E: 7	F: -1	G: 11	H: 3
COc1ccc(C(NC(=O)CN(C)Cc2ccc3c(c2)OCO3)c2ccccc2)cc1 (stereo unspecified)
  A: -1	B: 19	C: 24	D: 7	E: 35*	F: 4	G: 42*	H: 23
O=S(=O)(NCC(O)c1ccccc1)c1cc(Cl)sc1Cl (stereo unspecified)
  A: -4	B: -10	C: -1	D: 0	E: -6	F: 2	G: -9	H: -5
O=C1NC2(CCc3ccccc31)CCN(C(=O)Cc1ccc(F)cc1)C2 (stereo unspecified)
  A: 0	B: 4	C: 6	D: 2	E: 5	F: 0	G: 10	H: 5
CNc1nc(C2CCCN2C(=O)c2ccc3c(c2)CCCN3C)nc2c1CN(C(C)=O)CC2 (stereo unspecified)
  A: -10	B: -41	C: -22	D: -12	E: -53	F: -6	G: -160	H: -35
CCC(C(=O)NC1CCCC1)N(C(=O)Cn1nnc(-c2ccc(C)cc2)n1)c1cccc(O)c1 (stereo unspecified)
  A: 0	B: -11	C: -5	D: 2	E: -19	F: 1	G: -26	H: -9
O=C(c1cc(=O)[nH]c2ccccc12)N1CCN(Cc2cn3ccccc3n2)CC1
  A: -9	B: -41	C: -17	D: -12	E: -59	F: -7	G: -202	H: -39
